RSV CPE inhibition: RSV antiviral activity via CPE protection, HEp-2 cells, primary 10 µM value included (AID 2391) | HEp-2 cells, RSV-induced CPE inhibition; higher % means a stronger effect | one-dose CPE inhibition, % at 10 µM; IC50 in µM for titrated hits | 310,000 tested, 0.13% active; in the data active means a potency from the dose series; inconclusive means CPE inhibition mostly from about 23% at the one dose, without a potency; inactive means the rest, 99 in 100 with CPE inhibition below about 21%; further: strong numbers were not always called active
GPR35 arrestin U2OS: GPR35 antagonists blocking zaprinast-driven arrestin recruitment, primary screen, imaging, U2OS, beta-arrestin-GFP, zaprinast agonist (AID 2058) | U2OS GPR35 beta-arrestin-GFP translocation imaging, zaprinast antagonism; higher % means a stronger effect | inhibition, % at 10 µM, or IC50 in µM where a hit was titrated | 290,000 tested, 0.052% active;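 active means inhibition of at least 50% with at least 30 cells and total cytoplasm GFP at most 10,000,000; inconclusive means under 30 cells or total GFP of 10,000,000 plus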
MgcRacGAP inhibition: MgcRacGAP GTPase-activating activity inhibitors, confirmation, biochemical, ADP Hunter fluorescence | MgcRacGAP-stimulated Rac1 GTP hydrolysis, ADP Hunter fluorescence; higher % means a stronger effect; GST-tagged Rac1 F28L mutant substrate | 340,000 tested, 0.6% active | one-dose inhibition, % at 30 µM; IC50 in µM for titrated hits;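 active means first-screen hits whose inhibition reached a set limit at any dose in the follow-up dose series; inconclusive means inhibition above the set first-screen limit but never retested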;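 further: fluorescence reports GDP produced by GAP-driven GTP hydrolysis; strong numbers were not always called active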
SV40 large T antigen: TAg ATPase/helicase activity blockers – biochemical (AID 1903); SV40 large T antigen ATPase/helicase inhibition assay; higher % means a stronger effect; inhibition, % at 20 µM; hits with a dose series show IC50 in µM; 310,000 tested, 0.39% active; in the data active means a potency from the dose series; inconclusive means inhibition mostly from about 32% at the one dose, without a potency; inactive means the rest, 99 in 100 with inhibition below about 32%; further: strong numbers were not always called active
PhoP inhibition: PhoP-dependent GFP reporter repression – Salmonella Typhimurium, primary screen (AID 1863); inhibition, % at 50 µM; hits with a dose series show IC50 in µM; S. Typhimurium PhoP-regulated promoter GFP reporter, 4 h; higher % means a stronger effect; 300,000 tested, 0.16% active;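 active means inhibition over 29.93%, a cutoff 3 SD above the screen mean, later confirmed by dose response; inconclusive means inhibition over 29.93% but no dose response follow-up; inactive means inhibition at most 29.93% or unconfirmed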;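 further: 0% = low Mg2+ inducing control and 100% = high Mg2+ repressing control; strong numbers were not always called active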
K1F lysis inhibition: inhibition of K1F phage lysis, E. coli UTI89, bacterial capsule biogenesis inhibitors, alamar blue (AID 488966) | 340,000 tested, 0.02% active | E. coli UTI89 K1F phage lysis, alamar blue, 2 h; higher % means a stronger effect | one-dose inhibition, % at 100 µM; IC50 in µM for titrated hits;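 active means phage lysis inhibition, versus mean bacterial control, above a set limit; inconclusive means no clear call, values can overlap the other calls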;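 further: capsule biogenesis inhibitors block K1F phage lysis so surviving cells raise fluorescence; higher fluorescence means more inhibition of phage lysis; actives were called in the ten point dose series up to 300 µM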
HIV peptide binding: cell-free HIV fusion peptide-binding blockers – biochemical, uHTS, fluorescence dequenching, primary screen (AID 1986) | cell-free peptide binding, fluorescence dequenching, 30 min; higher % means a stronger effect | one-dose inhibition, % at 20 µM; IC50 in µM for titrated hits | 290,000 tested, 0.3% active; in the data active means inhibition mostly above about 52%, no sharp cut-off; inactive means mostly below about 76%; further: some results filed as inactive read as strong as hits
GPR55 LPI antagonism: GPR55 antagonists blocking LPI-driven arrestin recruitment, primary screen, imaging, U2OS, beta-arrestin-GFP, LPI agonist (AID 2013); U2OS GPR55 beta-arrestin-GFP translocation imaging, LPI antagonism; higher % means a stronger effect; one-dose inhibition, % at 10 µM; IC50 in µM for titrated hits; 290,000 tested, 0.13% active;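 active means spots per cell inhibited over 60%, with over 100 cells counted and total cytoplasm intensity under 500,000; inconclusive means wells with under 100 cells, flagged as likely toxic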;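 further: U2OS cells stably carrying GPR55 and arrestin-GFP stimulated by 5 µM LPI near EC80; imaged beta-arrestin-GFP aggregate spots per cell after agonist stimulation; plate controls were LPI-stimulated DMSO wells for no effect and DMSO wells without LPI for full effect; some results filed as inactive read as strong as hits; confirmed hits need IC50 under 10 µM and bright autofluorescent wells are also inconclusive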
Dengue-2 NS5 capping: Dengue-2 NS5 methyltransferase inhibitors, primary screen, biochemical, confirmation dose response (AID 588689); Dengue-2 NS5 methyltransferase capping enzyme assay, biochemical; higher % means a stronger effect; inhibition, % at 25 µM, or IC50 in µM where a hit was titrated; 340,000 tested, 0.3% active; in the data active means a potency from the dose series; inconclusive means inhibition above about 29% without an active follow-up result
Dengue-2 NS5 capping pilot replicate: further read-out of Dengue-2 NS5 capping, marked with its call; inhibition, %; measured here: pilot screen replicate inhibition
* marks the source's active call; other numbers are inactive results; ? = inconclusive; · = not tested or not shown; [ ] = another dose, or the depositor's remark.

SMILES	RSV CPE inhibition	GPR35 arrestin U2OS	MgcRacGAP inhibition	SV40 large T antigen	PhoP inhibition	K1F lysis inhibition	HIV peptide binding	GPR55 LPI antagonism	Dengue-2 NS5 capping	others
O=C(NCCc1ccccc1)c1ccnc(/C=N/O)c1	1.4%	0%	8%	9%	6%	0.3%[50 µM]	-4.7%	11%	-6%
CCn1cc(C(=O)NCc2ccccc2OC)c(=O)c2ccc(C)nc21	-0.3%	-10%	·	·	·	·	-0.9%	-6%	·
O=C(Nc1ccccc1)c1cccc(S(=O)(=O)NC2CCCC2)c1	13%	-28%	4%	8%	2%	0.8%[50 µM]	0.9%	6%	-4%
O=C(Nc1nnc(C2CC2)s1)C1COc2ccccc2O1 (configuration not stated)	-1.4%	-5%	5%	11%	0%	-0.5%	-2.5%	15%	-5%
CCOC(=O)c1c(CCl)nc2ccccc2c1-c1ccccc1	1.5%	10%	3%	7%	-13%	-0.1%	3.1%	4%	-66%
C=C(C)C(=O)Nc1cccc(C2=NOC3(C2)C[C@H](C(N)=O)N(C(=O)C(c2ccccc2)c2ccccc2)C3)c1 (some centres not stated)	6.4%	-15%	-19%	11%	0%	-1.4%	1.5%	8%	-3%
O=C(COC(=O)c1ccccc1C(=O)c1ccccc1)NCCc1ccc(Cl)cc1Cl	?	-7%	-6%	10%	18%	-0.1%	1.5%	8%	-2%
CC(=O)c1ccc(NC(=O)C2CCN(S(=O)(=O)c3ccc4c(c3)N(C(C)=O)CCO4)CC2)cc1	-0.8%	7%	6%	6%	3%	-0.3%	1.1%	7%	-2%
CCc1ccc(NC(=O)CCn2cccc2)cc1	2.8%	5%	4%	2%	12%	0.1%	3.7%	8%	-2%
O=C(Nc1ccccc1)Nc1ccc(S(=O)(=O)N2CCCCC2)cc1	8.1%	2%	9%	1%	-11%	1.0%	2.2%	-4%	-11%
CC(C)Cn1c(=O)n(C)c(=O)c2[nH]cnc21	-0.8%	-3%	1%	23%	-2%	2.3%	1.3%	-2%	2%
COc1ccc(C(F)(F)F)cc1N/C=C/c1nnnn1-c1ccc(C)cc1	2.2%	-4%	1%	8%	-10%	-0.1%	-0.6%	14%	-12%
CN(c1ccc(OC(=O)c2ccc(-n3cncn3)c([N+](=O)[O-])c2)cc1)S(=O)(=O)c1ccccc1	0.4%	·	16%	·	·	0.3%[50 µM]	·	·	-1%
CC(CN1CCCC(C(N)=O)C1)c1ccccc1 (configuration not stated)	-0.6%	2%	4%	1%	-1%	2.7%	-1.7%	18%	-1%
O=S1c2ccccc2Nc2ccccc21	1.2%	·	18%	8%	4%	2.8%	·	·	-7%
Cc1cc(C)c2nc(N3CCCN(C(=O)c4ccco4)CC3)c(C#N)cc2c1	6.9%	6%	22%	14%	-2%	-0.2%	-0.4%	11%	21%	Dengue-2 NS5 capping pilot replicate=-4.0
O=C(NN=C(Cc1ccccc1)Cc1ccccc1)c1ccc(F)cc1	3.0%	-3%	9%	5%	6%	-0.2%	1.0%	4%	0%
N#CC1=C(N)C(C#N)(C#N)C(c2ccc[nH]2)C2CCCC=C12 (configuration not stated)	0.1%	-14%	9%	27%	-28%	-0.1%	-2.1%	9%	4%
Cc1cc(C(=O)Nc2ccccc2Cl)c2ccccc2n1	8.5%	1%	7%	6%	-2%	-1.7%	-0.1%	15%	-2%
CCCC(=O)Nc1c(-c2ccc(OC)cc2)c(=O)c2ccccc2n1C	0.5%	14%	-3%	2%	20%	-1.4%	0.6%	6%	-3%
Nc1ccccc1CNc1nc(NCCO)nc2c1ncn2CCN1CCOCC1	0.2%	9%	8%	11%	0%	0.2%	-1.3%	-2%	-8%
CCc1nnc(NC(=O)CCC(=O)N2CCCC2)s1	1.1%	-13%	8%	6%	1%	0.6%	0.4%	-4%	4%
CCC(C(=O)NC1CCCC1)N(C(=O)Cn1nnc(-c2ccc(C)o2)n1)c1cccc(OC)c1 (configuration not stated)	1.1%	8%	-1%	-4%	7%	0.2%	0.4%	-9%	-4%
Cc1ncoc1C(=O)N1CCCC(CCC(=O)NCc2ccc(F)c(F)c2)C1 (configuration not stated)	-1.8%	-12%	3%	5%	8%	-0.6%	-1.3%	14%	-7%
CCc1nccn1CCC(=O)N1CCCC(Nc2ccc(F)cc2)C1 (configuration not stated)	-3.2%	-1%	7%	14%	-1%	1.3%	-0.5%	4%	-10%
Cc1ccc(C(=O)NCCNC(=O)c2cccnc2)cc1	0.6%	-5%	4%	2%	3%	0.6%	1.7%	1%	-6%
C=CCNC(=S)N/N=C/c1ccc(C)cc1C	0.5%	-4%	6%	11%	-5%	0.1%	0.2%	-1%	-4%
Cn1nnnc1Sc1ncnc2scc(-c3cc4ccccc4o3)c12	-2.0%	·	16%	·	·	3.0%	·	·	-31%
Fc1ccc(Cn2nnnc2CN2CCN(C3CCCCC3)CC2)cc1	-2.9%	-11%	-1%	3%	-6%	0.2%	0.8%	12%	-4%
CS(=O)(=O)Nc1ccccc1C(=O)O	-0.4%	1%	1%	-2%	5%	0.0%	-1.0%	4%	0%
Cc1ccc(NS(=O)(=O)c2ccc(-c3cnc(C4CC4)o3)cc2)cc1	1.2%	-4%	10%	8%	7%	2.5%	0.5%	-5%	0%
O=C(NC(=S)NCC1CCCO1)c1ccccc1 (configuration not stated)	1.6%	10%	-3%	9%	-7%	0.9%	-3.7%	5%	5%
CC1=NOC2(C1)/C(=N/O)CCC/C2=N\O (configuration not stated)	1.1%	8%	-1%	13%	-6%	-1.5%	-0.6%	9%	-11%
CCCN1CCC(N2CCN(c3cccc(C(F)(F)F)c3)CC2)CC1	-2.9%	20%	1%	-2%	7%	-1.4%	-1.3%	4%	-7%
CC1=CC(=C(C#N)C#N)C=C(C)N1Cc1ccc(Cl)cc1	3.1%	-1%	-6%	6%	1%	-0.9%	-1.3%	-12%	7%
O=C(CSc1nc2[nH]ncc2c(=O)[nH]1)Nc1nccs1	1.4%	2%	·	13%	-5%	·	1.6%	13%	·
COc1cc2c3c(c1)C1(C(=O)N3C(C)(C)C=C2C)C(C#N)=C(N)Oc2cc(O)ccc21 (configuration not stated)	3.9%	-9%	6%	32%	18%	-0.6%	0.5%	-1%	2%
O=C1OC(Nc2ccc(Br)cn2)c2ccccc21 (configuration not stated)	0.5%	10%	4%	3%	-15%	0.3%	2.3%	10%	5%
COc1ccccc1Cn1c(/C=C/c2ccccc2)nc2ccccc21	1.5%	-11%	7%	-33%	?	3.4%[50 µM]	-1.9%	-4%	-2%
COc1ccccc1NC(=O)Nc1ccnn1C1CCCCC1	1.2%	4%	14%	18%	0%	-0.1%	-0.9%	0%	0%
COc1cc(S(=O)(=O)Nc2ccccc2N2CCCCC2)ccc1NC(C)=O	0.2%	·	5%	·	·	0.1%[50 µM]	·	·	3%
Cc1nc(Cl)nc(N(C)c2ccccc2)c1[N+](=O)[O-]	0.7%	41%	13%	5%	-4%	-0.1%	-0.8%	27%	-1%
COc1cccc(C(=O)COC(=O)c2n[nH]c(=O)c3ccccc23)c1	0.5%	-2%	6%	6%	-13%	-0.3%	1.5%	-3%	-1%
CC(NC(=O)c1ccc(OC2CCN(C(=O)c3cccnc3)CC2)cc1)C1CC1 (configuration not stated)	-0.9%	-6%	4%	20%	-3%	0.3%	-0.6%	10%	·
CSCC[C@H](NC(=O)OCc1ccccc1)C(=O)O	0.7%	1%	-5%	-17%	-7%	5.8%	-1.6%	-11%	2%
O=c1[nH][nH]c(C(F)(F)F)c1C=Nc1ccc(Cl)cc1	6.0%	-11%	5%	7%	0%	0.2%	3.9%	-6%	4%
CN(C)C1=NC[C@H](Cc2ccccc2)N1CCc1cccc(F)c1	-1.0%	·	5%	9%	·	4.7%	·	·	1%
CCOc1ccccc1CNCCNCC(C)O (configuration not stated)	-2.7%	5%	-2%	7%	2%	-0.1%	-0.9%	14%	9%
C/C(=N/N=C(\C)c1ccccc1O)c1ccccc1O	1.3%	-8%	3%	5%	-5%	-0.2%	12%	-1%	?
CC(=O)N/C(=C\c1ccc(F)cc1)C(=O)OCc1ccccc1	2.0%	0%	·	22%	2%	0.3%	-0.6%	0%	-3%
The list continues:
SMILES	RSV CPE inhibition	GPR35 arrestin U2OS	MgcRacGAP inhibition	SV40 large T antigen	PhoP inhibition	K1F lysis inhibition	HIV peptide binding	GPR55 LPI antagonism	Dengue-2 NS5 capping	others
O=C(Cc1ccccc1)N1CCN(S(=O)(=O)c2cccc([N+](=O)[O-])c2)CC1	-2.1%	15%	7%	8%	2%	0.0%	0.2%	4%	2%
O=C(Nc1cccnc1)c1c(F)c(F)c(F)c(F)c1F	-0.9%	1%	6%	0%	6%	8.6%	2.1%	0%	-6%
Cc1cc(=O)n2nc(-c3ccc(C(F)(F)F)cc3)sc2n1	0.7%	-13%	3%	-2%	0%	1.1%	0.0%	5%	-1%
CCCN[C@@H]1C(=O)N2C(C(=O)OCCC)=C(C)CS[C@H]12	-0.5%	-6%	6%	8%	5%	-0.1%	0.5%	-1%	-1%
O=C(N/N=C/c1ccccn1)NC12CC3CC(CC(C3)C1)C2	1.4%	19%	·	10%	0%	·	-1.4%	1%	·
C[C@H](NC(=O)C1CCN(S(=O)(=O)c2ccccc2)CC1)C(=O)NCc1ccccc1	-0.8%	-24%	9%	-4%	15%	0.1%	-0.8%	-21%	-14%
CCn1c(SCC(=O)Nc2cccc(S(=O)(=O)N(C)c3ccccc3)c2)nnc1C1CC1	1.5%	·	-4%	·	·	-0.1%[50 µM]	·	·	-12%
O=C(Cc1c(C(=O)O)[nH]c2ccccc12)NCCN1CCN(c2ccccc2F)CC1	1.8%	6%	1%	15%	-7%	4.3%	-0.6%	8%	-7%
Nc1cc(=O)[nH]c(SCC(=O)N2N=C(c3ccc(Cl)cc3)CC2c2ccco2)n1 (configuration not stated)	7.3%	-11%	5%	-6%	-10%	-0.4%	5.2%	8%	-11%
CCOc1ccc(N2C(=O)c3ccc(C(=O)OCc4c(C)noc4C)cc3C2=O)cc1	2.5%	-2%	-1%	12%	0%	-0.2%	-0.9%	-3%	-1%
COc1ccc(C(=O)Nc2ccc3c(c2)OCCO3)cc1S(=O)(=O)N1CCOCC1	0.8%	·	3%	·	·	0.0%[50 µM]	·	·	-7%
CN(C)c1ccc(N2C(=NC(=O)COc3ccccc3)SC3CS(=O)(=O)CC32)cc1 (configuration not stated)	2.3%	9%	13%	13%	-4%	1.1%	-3.9%	-9%	-2%

Assay outcomes (PubChem)
